Screens: PubChem, several laboratories
GALR2 antag – antagonists of human galanin receptor 2 (GALR2). O43603. GALR2-expressing cells, antagonist mode. inhibition, % at 4 µM. actives 0.39% (n = 140,000). AID 828; in the data active = inhibition above about 27%;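 note: cells stimulated with galanin 1-16 at roughly its EC80; 0% = agonist challenge control and 100% = basal control without agonist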
Target sequence (O43603 whole entry, looked up): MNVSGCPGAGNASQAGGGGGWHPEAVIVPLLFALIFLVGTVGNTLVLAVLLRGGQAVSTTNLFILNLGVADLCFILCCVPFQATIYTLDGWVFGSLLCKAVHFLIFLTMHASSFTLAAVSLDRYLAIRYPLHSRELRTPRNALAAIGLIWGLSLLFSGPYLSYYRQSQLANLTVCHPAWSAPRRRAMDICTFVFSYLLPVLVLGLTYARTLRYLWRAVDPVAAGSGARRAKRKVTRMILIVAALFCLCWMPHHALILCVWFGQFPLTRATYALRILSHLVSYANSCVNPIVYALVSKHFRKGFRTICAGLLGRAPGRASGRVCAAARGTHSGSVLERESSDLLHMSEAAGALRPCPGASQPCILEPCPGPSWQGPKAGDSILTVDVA
MRP1 act – activates MRP-1. actives 0.61% (n = 140,000). H69AR cells + doxorubicin, viability rescue, CellTiter-Glo. viability increase, % at 10 µM;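 active = viability gain under doxorubicin at or above a set limit, the compound median plus 3 SD, cut at about 4.7% in these data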;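 note: MRP-1 overexpressing cells given doxorubicin 25 µM after compound pretreatment; 18-22 h compound pretreatment then 72 h with doxorubicin before readout; 0% = doxorubicin-only wells and 100% = vehicle-treated cells without doxorubicin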
bCat KO growth – beta-catenin-lacking colon tumor cell growth suppression. HCT116 beta-catenin knockout viability, CellTiter-Glo, 60 h; stronger effect = lower value. viability, % at 10 µM. actives 1.5% (n = 140,000);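 active = viability at or under a set limit, the compound median less 4 SD, cut at about 6% in these data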;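 note: 0% = Hyamine 1622 control at 20 µM and 100% = untreated cell control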
NPY Y2 blocker – antagonists of human neuropeptide Y receptor Y2. P49146. actives 0.99% (n = 140,000). NPY-Y2 expressing cells, antagonist mode. AID 793. inhibition, % at 2.7 µM; in the data active = inhibition above about 17%;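 note: 0% = vehicle with agonist challenge and 100% = reference antagonist with challenge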
Target sequence (P49146 whole entry, looked up): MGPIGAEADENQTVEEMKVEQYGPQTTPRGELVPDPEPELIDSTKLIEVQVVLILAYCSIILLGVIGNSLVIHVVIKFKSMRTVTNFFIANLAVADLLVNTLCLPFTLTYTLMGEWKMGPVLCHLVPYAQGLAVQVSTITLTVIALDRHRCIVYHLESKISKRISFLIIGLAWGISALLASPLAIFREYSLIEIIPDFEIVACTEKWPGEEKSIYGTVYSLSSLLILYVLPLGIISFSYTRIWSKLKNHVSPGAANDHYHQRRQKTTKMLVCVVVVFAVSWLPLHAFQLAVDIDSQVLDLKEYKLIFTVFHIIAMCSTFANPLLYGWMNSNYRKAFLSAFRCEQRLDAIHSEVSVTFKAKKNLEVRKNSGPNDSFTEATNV
Measles CPE – protection of cells from measles virus; Measles virus-infected cells, CPE protection, absorbance; protection (pct of control), % at 4 µM; actives 1.5% (n = 140,000); in the data active = protection mostly above about 24%, no sharp cut-off; inactive = mostly below about 26%; note: some compounds called inactive have numbers as strong as hits
HCT116 PTEN-null – suppresses growth of cells with PTEN deletion | HCT116 PTEN-null viability, CellTiter-Glo, 60 h; stronger effect = lower value | viability, % at 10 µM | AID 827 | actives 1.2% (n = 140,000);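 active = viability at or below a set limit, 4 SD under the median of all tested compounds, cut at about 3.7% in these data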;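 note: PTEN knockout HCT116 line with beta catenin targeted HCT116 as companion control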
Phagocytosis inh – inhibitors of macrophage phagocytosis | inhibition, % at 5 µM | actives 0.07% (n = 110,000) | AID 1029 | J774A.1 macrophage IgG-bead phagocytosis, imaging;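 active = inhibition above the mean of the plate negative controls plus 5 SD, cut at about 13% in these data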;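 note: phagocytic index as fraction of beads internalized from green versus red external bead signal; plate controls were DMSO negative control for no effect and cytochalasin-D positive control for full effect; some results beyond the cut were filed as inactive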
E-sel TNF inh – TNF alpha driven E-selectin expression inhibition; HUVEC TNFa-induced E-selectin immunofluorescence, high content; inhibition, % at 2 µM; actives 0.71% (n = 120,000); AID 1246;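 active = inhibition above the batch mean plus 3 SD, and confirmed as a hit on visual image review, cut at about 43% in these data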;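 note: 0% = TNF-stimulated DMSO wells and 100% = unstimulated control wells; not every result past the cut was called active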
Yeast lifespan up – extends the lifespan of yeast. S. cerevisiae growth with nicotinamide, OD615; deaD strain in restrictive glucose medium. inhibition of the nicotinamide effect, % at 10 µM. actives 0.68% (n = 130,000);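 active = inhibition above a set limit, placed 3 SD over the median of all compounds, cut at about 26% in these data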;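 note: 0% = nicotinamide-treated wells and 100% = cells grown without nicotinamide; some compounds called inactive have numbers as strong as hits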
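System: Modified budding yeast, DeaD strain | Buffer or medium: Restrictive glucose medium | Also added: 1.5 mM nicotinamide | Doses: 10 µM single point, 0.25% DMSO | Schedule: 48 h compound exposure at 30 °C, humidified | Detection: Absorbance at 615 nm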
Yeast growth inh – chemicals that inhibit yeast BB579 growth in restrictive medium (lifespan-shortening candidates); S. cerevisiae BB579 growth, OD615, 48 h; inhibition, % at 10 µM; actives 0.51% (n = 140,000); AID 804;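 active = inhibition above a set limit, 3 SD over the mean compound inhibition, cut at about 44% in these data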; note: inactives centre near -24
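Test system: Saccharomyces cerevisiae DeaD strain BB579, replicative lifespan model yeast | Buffer or medium: Restrictive CSMM-D medium | Doses: One dose, 10 µM compound with 0.25% DMSO | Incubation: 48 h exposure, 30 °C | Detection: Culture absorbance at 615 nm | Control set: Amphotericin B at 10 µg/mL as positive control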
* hit, by the source's call; . = not tested or not shown.

SMILES	GALR2 antag	MRP1 act	bCat KO growth	NPY Y2 blocker	Measles CPE	HCT116 PTEN-null	Phagocytosis inh	E-sel TNF inh	Yeast lifespan up	Yeast growth inh
CCOP(=O)(OCC)C(O)c1ccc(OC)cc1OC (stereo unspecified)	-3	-0.2	98	0	14	92	-6	.	-3	1
CN1CCN(c2cc(N3CCNCC3)ccc2[N+](=O)[O-])CC1	9	-1.1	83	3	22	82	-1	6	3	-12
CC(=NCC1CCCO1)c1c(O)n(-c2ccc(Cl)cc2)c(=O)[nH]c1=O (stereo unspecified)	-1	-0.3	103	3	10	102	-1	.	-6	-44
CC(=O)C1C2c3ccccc3O[C@@]1(C)N=c1s/c(=C/c3ccoc3)c(=O)n12 (stereo partly specified)	3	-3.1	82	4	5	81	0	.	6	-43
O=C(O)C(Cc1cnc[nH]1)NS(=O)(=O)c1ccc(Cl)cc1 (stereo unspecified)	10	1.2	92	3	6	100	0	.	1	10
Cn1c(C(=O)O)c(CC(=O)N2CCN(Cc3ccccc3)CC2)c2ccccc21	-8	-2.2	93	1	7	103	-1	-20	-5	-21
Cc1ccc(-c2nn(Cc3ccccc3)cc2C=O)cc1C	-3	-2.7	22	1	18	20	-7	.	19	-48
COc1ccccc1OP(=O)(Nc1cccnc1)Oc1ccccc1OC	26	-4.9	51	4	15	62	-7	-10	-1	9
CN1CCN(CCC(C#N)(c2ccccc2)c2ccccc2)CC1	0	-4.8	88	2	7	91	-3	.	-4	-23
CCN(CC)CC(O)c1ccc(C2CCCC2)cc1 (stereo unspecified)	1	-0.4	71	3	7	83	-1	11	3	-44
COc1ccc(CCNCc2ccc(SC)cc2)cc1	-7	-3.5	94	11	33	89	.	.	-7	5
Cc1cc(/C=C2\C(=O)NC(=O)N(c3cccc(Br)c3)C2=O)c(C)n1C	-1	-1.3	98	1	39*	97	.	-10	3	-15
CCCSP1(=S)NCCCO1 (stereo unspecified)	-5	1.2	87	4	13	95	1	5	3	-46
Cc1cccc2c1N(N=O)CCC2	5	0.1	93	1	19	95	.	.	-1	-29
O=C1NC(=O)C2(C(=O)N1)C(c1ccc(F)cc1)NC(=S)NC2c1ccc(F)cc1 (stereo unspecified)	11	0.2	96	4	15	106	-1	-70	3	-60
CCN(c1ccc(C(O)(C(=O)OC)C(F)(F)F)cc1)S(=O)(=O)c1ccccc1 (stereo unspecified)	7	0.9	88	0	8	105	0	-64	-6	-39
O=c1c2ccccc2nc(-c2ccc([N+](=O)[O-])cc2)n1-c1ccccc1	-5	-0.7	88	1	20	82	.	.	2	-49
COc1ccc2c(c1)c(C(=O)O)c(C)n2C(C)C	4	-1.2	108	4	21	91	.	-14	.	-59
Cc1cccc(-n2c(O)c(C=NCCCN3CCOCC3)c(=O)[nH]c2=O)c1C	6	-0.6	92	3	7	89	-1	-12	-1	-30
CC(C)N1C(=O)CCC1C(=O)N1CCC2(CC1)OCCO2 (stereo unspecified)	0	-0.8	100	0	13	93	-2	-21	-8	-36
O=C(CN1CCN(Cc2ccc(Cl)cc2)C1=O)N1CCC2(CC1)OCCO2	1	2.2	105	0	2	98	-1	42	-6	-10
O=C(Cc1ccccc1)N1CCN(C2CCCC2)CC1	8	-2.0	99	0	2	117	-1	-16	-4	-4
COc1ccc(C(CC(=O)N2CCC3(CC2)OCCO3)NS(=O)(=O)c2ccc(C)cc2)cc1 (stereo unspecified)	-2	-1.5	87	0	5	85	0	-8	27	-24
COc1ccc(/C=N/N=C(/N)N[N+](=O)[O-])c(OC)c1	-11	-0.7	77	5	5	81	-1	19	-12	-18
CCOc1ccc(N=C2SCCCN2C)cc1	3	-3.1	89	6	23	95	.	-35	.	2

Another view of some results above.
| SMILES | GALR2 antag | MRP1 act | bCat KO growth | NPY Y2 blocker | Measles CPE | HCT116 PTEN-null | Phagocytosis inh | E-sel TNF inh | Yeast lifespan up | Yeast growth inh |
| --- | --- | --- | --- | --- | --- | --- | --- | --- | --- | --- |
| Cc1cc(/C=C2\C(=O)NC(=O)N(c3cccc(Br)c3)C2=O)c(C)n1C | -1 | -1.3 | 98 | 1 | 39* | 97 | . | -10 | 3 | -15 |
| CCCSP1(=S)NCCCO1 (stereo unspecified) | -5 | 1.2 | 87 | 4 | 13 | 95 | 1 | 5 | 3 | -46 |
| Cc1cccc2c1N(N=O)CCC2 | 5 | 0.1 | 93 | 1 | 19 | 95 | . | . | -1 | -29 |
| O=C1NC(=O)C2(C(=O)N1)C(c1ccc(F)cc1)NC(=S)NC2c1ccc(F)cc1 (stereo unspecified) | 11 | 0.2 | 96 | 4 | 15 | 106 | -1 | -70 | 3 | -60 |

Next part.
SMILES	GALR2 antag	MRP1 act	bCat KO growth	NPY Y2 blocker	Measles CPE	HCT116 PTEN-null	Phagocytosis inh	E-sel TNF inh	Yeast lifespan up	Yeast growth inh
OC1(c2ccccc2F)CC2CCC(C1)N2CCN1CCOCC1 (stereo unspecified)	-2	-0.6	100	1	13	105	-1	5	-2	14
COC(=O)c1ccc(CN2CCN(Cc3ccccc3)CC2)cc1	3	-3.9	90	0	0	92	0	-32	9	-32
C=CCn1c(O)c(C(C)=NCCC(c2ccccc2)c2ccccc2)c(=O)[nH]c1=O	-9	-0.9	93	4	13	83	-10	-4	2	0
COc1ccc(C(c2c(O)c3ccccc3oc2=O)c2c(C)n(C)n(-c3ccccc3)c2=O)cc1 (stereo unspecified)	-1	-2.1	86	5	4	92	-2	22	7	-70
O=C1C2CCCN2C(c2cccs2)N1c1ccccn1 (stereo unspecified)	-2	-2.0	98	4	5	99	1	-13	-3	-13
C=CCNC(=O)c1c(N)n(Cc2ccco2)c2nc3ccccc3nc12	-19	-4.2	76	4	9	73	0	-5	-3	-39
Cc1c(C(=O)N2CCC3(CC2)OCCO3)oc2ccccc12	8	-0.3	98	3	7	116	3	-25	-11	-20
Cc1ccccc1-n1c(-c2ccco2)nc2ccccc2c1=O	-10	-3.5	86	1	5	81	.	9	.	-25
O=C(CNC(=O)c1ccc(Cl)cc1)Nc1ccc(Br)cc1C(=O)c1ccccc1	-2	0.8	66	12	13	66	-9	0	-3	-35
C=CC1CN2CCC1CC2c1[nH]c2ccccc2c1CCO (stereo unspecified)	9	-2.8	93	2	2	99	-5	.	10	-31
CCOC(=O)C1=C(N)Oc2ccccc2C12C(=O)N(CC(=O)OC)C(CC(=O)OC)=C2C(=O)OC (stereo unspecified)	10	-2.1	90	3	3	84	.	12	-6	-10
Cc1csc(=N)n1Cc1ccccc1	-7	-0.9	93	4	30	99	-9	.	3	-28
COc1cccc(NC(=O)N2CCC3(CC2)OCCO3)c1	-6	0.8	99	-2	2	99	.	28	-7	9
CC(C)Oc1ccc(C2(C#N)CC[N+](C)(C)CC2)cc1	7	0.1	98	-1	3	99	-4	50	0	3
O=C1NC(=O)N(C2CCCCC2)C(=O)C1C1c2ccccc2C(=O)N1Cc1ccccc1 (stereo unspecified)	2	-1.2	94	-1	4	88	0	3	-16	0
CCOC(=O)c1c(C)n(COCCO)c2ccc(O)cc12	-8	-0.8	116	0	2	105	.	25	-12	-46
Cc1cccc(C2=NCC(=O)N(CC(=O)NCc3ccco3)c3sc4c(c32)CCCC4)c1	2	-1.0	80	0	2	68	7	-2	-7	-64
CCCC/C(=N\O)c1c[nH]c2ccccc12	2	-4.0	90	4	16	92	4	16	-18	4
Cc1ccc(CN2C(=O)CN=C(c3ccccc3)c3ccccc32)cc1	8	-1.6	100	5	9	86	-1	.	6	-46
Fc1ccc(CCNCc2ccccc2Cl)cc1	3	-1.9	97	6	3	90	0	10	-4	-5
O=C(Cc1ccccc1)N1CCN(Cc2c[nH]c3ccccc23)CC1	4	-2.7	64	-2	3	62	0	7	-6	-17
CC(C)n1nnnc1CN1CCN(C)CC1	2	0.5	102	1	4	112	-1	-4	-7	7
COc1ccc(CC2C(=O)N(c3ccccc3)C(=O)N(c3ccccc3)C2=O)c(OC)c1	-6	-1.0	89	2	-2	87	0	31	-13	-3
O=C(c1cc2c(s1)CCCC2)N1CCC2(CC1)OCCO2	-3	-1.0	93	1	6	100	9	4	-10	-49
C=CCn1c(O)c(C(C)=NCc2cc(OC)cc(OC)c2)c(=O)[nH]c1=O	10	-1.2	27	6	10	32	3	10	-13	-47
CN(C)S(=O)(=O)c1cc(NC(=O)C[N+]23CCN(CC2)CC3)ccc1Cl	0	0.2	93	2	18	99	-3	-1	0	-4
Cc1cccc(-n2c(O)c(/C=N/N3CCOCC3)c(=O)[nH]c2=S)c1	-2	-2.1	84	0	2	108	-6	-13	6	-14

Just Phagocytosis inh and MRP1 act, for some of the entries so far:
| Structure | Phagocytosis inh | MRP1 act |
| --- | --- | --- |
| Cc1ccc(CN2C(=O)CN=C(c3ccccc3)c3ccccc32)cc1 | -1 | -1.6 |
| COc1ccccc1OP(=O)(Nc1cccnc1)Oc1ccccc1OC | -7 | -4.9 |

Of the compounds above, these have fluorine:
SMILES	GALR2 antag	MRP1 act	bCat KO growth	NPY Y2 blocker	Measles CPE	HCT116 PTEN-null	Phagocytosis inh	E-sel TNF inh	Yeast lifespan up	Yeast growth inh
O=C1NC(=O)C2(C(=O)N1)C(c1ccc(F)cc1)NC(=S)NC2c1ccc(F)cc1 (stereo unspecified)	11	0.2	96	4	15	106	-1	-70	3	-60
CCN(c1ccc(C(O)(C(=O)OC)C(F)(F)F)cc1)S(=O)(=O)c1ccccc1 (stereo unspecified)	7	0.9	88	0	8	105	0	-64	-6	-39
OC1(c2ccccc2F)CC2CCC(C1)N2CCN1CCOCC1 (stereo unspecified)	-2	-0.6	100	1	13	105	-1	5	-2	14
Fc1ccc(CCNCc2ccccc2Cl)cc1	3	-1.9	97	6	3	90	0	10	-4	-5

An excerpt (hit frequency here may not be typical).
